IEC-6 cytotox = IEC-6 cytotoxicity, counter-screen for KLF5 inhibitors; luminescence viability; inhibition, % at 5 µM; 290,000 tested, 0.78% active; in the data active = inhibition above about 22%;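 note: 0% = plate median of test compound wells and 100% = cytotoxic reference compound wells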
HSP90 refold inh = inhibitors of HSP90 luciferase refolding in rabbit reticulocyte lysate | 290,000 tested, 0.91% active | AID 1789 | inhibition, % at 5.6 µM | luciferase refolding luminescence, 3 h;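 active = inhibition above the screen-wide mean plus 3 SD, computed separately per campaign, cut at about 16% in these data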;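 note: 0% = DMSO wells and 100% = 60 µM geldanamycin wells; inhibitors lower the luminescence because luciferase stays unfolded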
aSyn 5UTR inh = MLPCN primary screen, SNCA 5' untranslated region. alpha-synuclein 5'UTR reporter, inhibitor activity. inhibition, % (tested at 7.5 µM). 300,000 tested, 0.82% active. AID 1813; in the data active = inhibition above about 60%; inconclusive = no clear call, values can overlap the other calls;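 note: H4 neuroglioblastoma cells stably carrying SNCA 5'UTR luciferase fusion; 0% = DMSO wells and 100% = positive control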
HSF1 inh = HSF1 inhibition; NIH3T3-HGL HSE-luciferase, MG132-induced, luminescence 8 h; stronger effect = lower value; 300,000 tested, 0.77% active; activity change, negative = inhibition, % at 7.5 µM (by protocol);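 active = more than half of replicate wells show activity change below -50%, luminescence cut by over half; inconclusive = some wells, but at most half, below -50%; inactive = no replicate well below -50%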;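 note: luciferase reports HSF-1 transcriptional activity via heat shock element; 0% = median of DMSO wells and -100% = zero luminescence signal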
PolyA inhibitor = blocks polyadenylation in yeast reporter cells | S. cerevisiae SKY197-pL101 polyadenylation reporter, beta-gal luminescence; efflux-impaired pdr1/pdr3 knockout yeast; score 100 = 6 SD above DMSO | calls only at 12 µM | 300,000 tested, 0.02% active | AID 1875;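 active = lowest replicate activity score at least 50, where 100 means six control SD above control mean; inconclusive = lowest score under 50 but half or more replicates reach 50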;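 note: yeast exposed to compound for 9 h at 30 °C; higher score means more reporter readthrough which indicates perturbed polyadenylation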
GSK3beta inhib = human GSK3beta kinase inhibition; P49841; GST-GSK3beta kinase, ADP-Glo luminescence, 60 min; stronger effect = lower value; activity score (negative = inhibition), % at 10 µM; 300,000 tested, 0.038% active;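 active = more than half of replicate wells score below -50%, meaning over 50% inhibition versus plate controls; inconclusive = some replicates but at most half score below -50%; inactive = no replicate scores below -50%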;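 note: 0% = median DMSO wells and -100% = median GW8510 positive control wells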
Target sequence (P49841 whole entry, looked up): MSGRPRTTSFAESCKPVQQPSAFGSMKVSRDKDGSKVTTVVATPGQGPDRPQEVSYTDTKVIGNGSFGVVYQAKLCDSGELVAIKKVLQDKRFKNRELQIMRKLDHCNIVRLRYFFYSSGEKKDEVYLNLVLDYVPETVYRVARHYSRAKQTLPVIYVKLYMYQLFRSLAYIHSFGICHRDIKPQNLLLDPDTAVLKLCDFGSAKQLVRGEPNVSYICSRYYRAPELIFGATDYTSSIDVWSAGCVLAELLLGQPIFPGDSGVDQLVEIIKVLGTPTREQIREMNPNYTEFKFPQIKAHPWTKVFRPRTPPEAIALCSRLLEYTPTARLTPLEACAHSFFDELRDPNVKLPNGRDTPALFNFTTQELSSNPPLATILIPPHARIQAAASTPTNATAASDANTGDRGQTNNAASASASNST
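Assay system: GST-tagged human GSK3beta kinase, cell-free; Input: 1.6 ng GSK3beta; Medium: Tris/MgCl2 kinase buffer; Timing: 60 min enzyme reaction, room temperature; Signal: ADP-Glo luminescence quantifying ADP generated by kinase; Evaluation: score relative to plate controls; Benchmarks: DMSO neutral wells and GW8510 at 20 µM as positive.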
KLF5 inh = kruppel-like factor 5 inhibition | AID 1700 | inhibition, % at 5 µM | 290,000 tested, 0.23% active | DLD-1 KLF5 promoter-luciferase reporter, luminescence;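 active = inhibition above a per-plate limit of that plate's mean compound inhibition plus 3 SD, cut at about 60% in these data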;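 note: 0% = DMSO wells and 100% = LY294002 at 200 µM; higher means less KLF5 promoter-driven luciferase light; inactives centre near -14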
GSK3A inh = blocks human GSK-3 alpha kinase; P49840; ADP-Glo luminescence, 60 min; inhibition, % at 10 µM; 320,000 tested, 0.1% active; AID 2650;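 in the data active = inhibition above about 50%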;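 note: GST-tagged GSK-3 alpha with peptide substrate and 25 µM ATP; 0% = DMSO neutral wells and 100% = GW8510 positive control wells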
Target sequence (P49840 whole entry, looked up): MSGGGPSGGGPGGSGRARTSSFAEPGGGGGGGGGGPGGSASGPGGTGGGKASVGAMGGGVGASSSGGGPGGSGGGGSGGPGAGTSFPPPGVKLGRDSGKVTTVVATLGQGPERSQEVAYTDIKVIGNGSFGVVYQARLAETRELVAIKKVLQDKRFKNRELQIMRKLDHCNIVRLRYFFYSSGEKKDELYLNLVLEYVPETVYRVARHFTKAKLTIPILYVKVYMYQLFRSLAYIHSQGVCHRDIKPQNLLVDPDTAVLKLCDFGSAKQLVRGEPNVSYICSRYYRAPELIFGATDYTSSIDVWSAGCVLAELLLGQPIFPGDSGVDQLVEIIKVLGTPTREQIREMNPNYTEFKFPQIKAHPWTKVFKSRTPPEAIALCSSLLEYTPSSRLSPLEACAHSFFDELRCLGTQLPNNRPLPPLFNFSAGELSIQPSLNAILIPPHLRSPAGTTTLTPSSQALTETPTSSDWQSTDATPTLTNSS
HSF-1 act = increases HSF-1 driven luciferase reporter signal. NIH3T3-HGL HSF-1 luciferase reporter, MG132, 8 h; 100% = twice DMSO control signal. activation, % at 9 µM. 300,000 tested, 1.7% active. AID 504408;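 active = mean replicate activation of at least 50% with a set share of replicates each reaching 50%; inconclusive = only one of those two conditions met; inactive = mean below 50% and too few replicates reaching it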;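 note: 0% = median of the neutral control wells and 100% = twice that signal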
AI-2 QS modul = Vibrio harveyi AI-2 quorum sensing modulation; Vibrio harveyi JMH597 AI-2 luminescence/OD600 ratio, 9 h; stronger effect = lower value; strain lacks LuxN and CqsS sensors; 0 = neutral-control median; activity change, % at 7.5 µM; 300,000 tested, 0.4% active; AID 2094; in the data active = activity change below about -75%, passing the limit was not always enough; inconclusive = no clear call, values can overlap the other calls;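 note: luminescence divided by OD600 gain over 9 h not by final OD600 alone; inactives centre near 13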
* hit, by the source's call; i = inactive; ? = inconclusive; / = not tested or not shown. A portion of the library (hit frequency here may not be typical).

SMILES	IEC-6 cytotox	HSP90 refold inh	aSyn 5UTR inh	HSF1 inh	PolyA inhibitor	GSK3beta inhib	KLF5 inh	GSK3A inh	HSF-1 act	AI-2 QS modul
O=C(Nc1cccnc1)C1CC(c2ccc(Cl)c(Cl)c2)=NO1 (centres undefined)	-3	0	9	15	i	1	-1	-1	25	21
CC(C)CN(C(=O)c1cccc(Cl)c1)c1c(N)n(CC(C)C)c(=O)[nH]c1=O	8	1	6	1	i	/	-6	-1	-2	/
COc1ccc(C(=O)Nc2ccc(C(=O)OCC(=O)c3ccccc3)cc2)cc1	-1	0	-15	4	i	4	-9	-2	26	25
COCCC(=O)N1CCC(Oc2ccc(C(=O)NCCc3cnn(C)c3)cc2)CC1	0	-4	-6	2	i	2	7	0	5	2
O=C(C1CC1)N1CCN(c2ccc(F)cc2)CC1	3	-4	-4	2	i	3	-13	-2	1	25
COc1cccc(C(=O)NC(=S)NCc2ccco2)c1	9	1	-52	-9	i	2	-25	2	-3	9
CS(=O)(=O)N1CCN(c2cccc(Cl)n2)CC1	2	7	4	-46	i	-26	11	3	-56	24
CCOC(=O)C1=C(C)NC(C)=C(C(=O)OCC)C1C(=O)OCC(=O)N1CCCCC1CC (centres undefined)	-2	1	-12	0	i	1	-12	-2	0	16
COc1ccc(-c2noc(CCc3ccccc3)n2)cc1	-4	-6	-148	0	i	1	-37	-2	-2	?
COc1ccc(F)cc1S(=O)(=O)NCCN1CCOCC1	3	3	1	-3	i	-1	-4	0	-8	8
COc1ccc(NC(=O)C2=C(C)Nc3ncnn3C2c2ccccc2C(F)(F)F)c(OC)c1 (centres undefined)	0	-2	/	/	/	/	-37	0	/	/
COC(=O)CCC(=O)Nc1ccc2oc3c(c2c1)CCCC3	3	-5	12	2	i	2	-54	0	-1	16
O=C(NC(=S)N1CCN(Cc2ccc3c(c2)OCO3)CC1)c1cccc(Br)c1	5	0	2	7	i	2	-11	-7	0	30
CC(C)C(=O)NC(c1ccco1)c1ccc2cccnc2c1O (centres undefined)	13	13	63*	/	i	0	67*	-1	/	-7
Fc1ccc(NC(=S)N/N=C/c2ccc(F)c(F)c2)c(F)c1	-4	-5	-47	13	i	-4	-80	-1	32	15
O=C1NC(c2ccccn2)Nc2sc3c(c21)CCC3 (centres undefined)	0	2	-124	2	i	-23	-16	11	28	20
COc1ccc(CN2C(=O)c3cccnc3C2Nc2ccc(C)cc2)cc1 (centres undefined)	-6	2	9	2	i	-4	0	0	1	15
FC(F)Oc1ccc(NC(=S)Nc2ccc3cn[nH]c3c2)cc1	-6	4	-22	-35	i	1	-29	16	-46	33
CCCCCCOC(=O)Sc1nc2ccccc2o1	4	-2	9	5	i	2	-74	-1	18	6
Cc1ccc(S(=O)(=O)NCc2nc3ccccc3[nH]2)cc1	-7	-1	-7	2	i	2	-9	-5	17	4
Cc1ccc(C)c(NC(=S)NCc2cccn2C)c1	-5	0	-22	4	i	0	-18	-1	2	24
CC(=O)NC(CCS(C)(=O)=O)C(=O)Nc1cccc(C(C)=O)c1 (centres undefined)	3	0	-12	1	i	-1	-12	-1	-1	20
Cc1c(C(C)(C)C)c(C=S)n2ccccc12	5	0	4	-3	i	18	6	0	0	23
O=C(NCc1ccncc1)c1nc(-c2ccc(C(F)(F)F)cc2)no1	6	0	-1	-7	i	-1	-13	-2	4	5
O=C(CSCc1ccc(Cl)cc1)NCCSCc1ccco1	2	3	11	1	i	0	-10	-3	6	-8
COCCN1C(=O)c2oc3ccccc3c(=O)c2C1c1cccc(O)c1 (centres undefined)	3	-2	-3	-2	i	2	0	2	3	33
CS(=O)(=O)N(CCc1ccccc1)CC(=O)NCC1CCCO1 (centres undefined)	5	1	-4	9	i	-2	-35	-2	-11	9
COc1ccc(N)cc1-n1c(C)ccc1C	-5	2	-118	-2	i	0	-12	2	18	25
Cc1nc(NC(C)c2ccccc2)c2oc3ccccc3c2n1 (centres undefined)	3	0	0	-8	i	2	-9	2	-7	-8
Cc1ccc(C(=O)N(CC(C)C)c2nc3ccccc3s2)o1	-1	-2	-15	3	i	-4	-15	-2	-8	19
Cc1cc(C)nc(-n2nc(C)c(C3(O)C(=O)Nc4ccc(F)cc43)c2N)n1 (centres undefined)	4	-1	1	-7	i	2	-1	-1	-7	14
CC(NC(=O)/C(C#N)=C/c1ccc(Cl)c([N+](=O)[O-])c1)c1ccccc1 (centres undefined)	-2	-6	0	24	i	1	-25	-1	40	24
COc1cccc(NC(=O)COc2ccc(C)cc2)c1	6	-2	/	/	/	/	-20	-1	/	/
CCCOc1ccc(-c2nnn(CC(=O)OCC)n2)cc1	0	-1	8	10	i	2	-16	0	3	8
Cc1ccc2c(c1)NC(=O)C(CC(=O)NCCCN1CCCC1=O)O2 (centres undefined)	4	2	-2	-2	i	1	-13	1	3	15
COc1cc(OC)c(C(=O)OCC(=O)Nc2cc(C)on2)cc1OC	-2	0	23	-8	i	2	-5	-4	12	8
CC(=O)c1ccc(OCC(=O)N(CCC2=CCCCC2)c2c(N)n(Cc3ccccc3)c(=O)[nH]c2=O)cc1	/	/	12	4	i	0	/	-1	-11	22
Cc1nn2c(N3CCOCC3)cc(C(C)(C)C)nc2c1-c1ccc(Cl)cc1	6	4	-7	-3	i	1	-6	/	0	6
Cc1cc(C(=O)CSc2n[nH]c(N)n2)c(C)n1C1CC1	-2	-4	-29	2	i	0	-54	/	11	32
CCN(CC)S(=O)(=O)c1cc(C)ccc1NC(=S)Nc1cccnc1	2	2	-15	1	i	1	-5	1	24	15

Exported in markdown: part of the list above.
| structure | IEC-6 cytotox | HSP90 refold inh | aSyn 5UTR inh | HSF1 inh | PolyA inhibitor | GSK3beta inhib | KLF5 inh | GSK3A inh | HSF-1 act | AI-2 QS modul |
| --- | --- | --- | --- | --- | --- | --- | --- | --- | --- | --- |
| CC(NC(=O)/C(C#N)=C/c1ccc(Cl)c([N+](=O)[O-])c1)c1ccccc1 (centres undefined) | -2 | -6 | 0 | 24 | i | 1 | -25 | -1 | 40 | 24 |
| COc1cccc(NC(=O)COc2ccc(C)cc2)c1 | 6 | -2 | / | / | / | / | -20 | -1 | / | / |
| CCCOc1ccc(-c2nnn(CC(=O)OCC)n2)cc1 | 0 | -1 | 8 | 10 | i | 2 | -16 | 0 | 3 | 8 |

Other records:
SMILES	IEC-6 cytotox	HSP90 refold inh	aSyn 5UTR inh	HSF1 inh	PolyA inhibitor	GSK3beta inhib	KLF5 inh	GSK3A inh	HSF-1 act	AI-2 QS modul
c1ccc(C2=Nc3c(ccc4ccccc34)C(c3ccncc3)=NN2)cc1	9	0	/	/	/	3	-37	5	/	16
Cn1c(=O)c2c(nc(SCC(=O)NC34CC5CC(CC(C5)C3)C4)n2C)n(C)c1=O	-4	1	10	-11	i	1	-7	-1	-19	16
O=C(NCc1ccco1)C1CCN(c2ccc(S(=O)(=O)N3CCOCC3)cc2[N+](=O)[O-])CC1	7	0	-1	-2	i	-2	5	-1	22	17
CCCCN(C)CCNC(=O)c1cc(-c2cccnc2)nc2ccc(S(=O)(=O)N3CCC(C)CC3)cc12	1	-2	-21	0	i	0	-29	0	-8	6
Cc1ccc(NC(=S)NNC(=S)NCc2ccccc2)cc1	-9	-6	-3	6	i	1	-5	-2	43	-49
Clc1ccc(CSc2nnc(-c3ccncc3)o2)c(Cl)c1	-2	-4	-23	12	i	2	-5	0	21	9
O=C1C=C(c2cccc(O)c2)CCC1	/	/	-2	-2	i	0	/	2	-5	3
C=C1C(C(=O)N2CCOCC2)C1C(=O)N1CCOCC1 (centres undefined)	-8	1	11	-6	i	3	-23	-1	5	17
CCCNC(=O)Nc1cccc(C(=O)OC)c1	-2	0	7	-11	i	0	-14	2	6	-5
O=C1N=C(N2CCN(c3ccccc3)CC2)S/C1=C/c1ccco1	2	2	-15	1	i	1	-17	-4	1	16
COC(=O)c1cc(/C=C/c2ccccc2)[nH]n1	4	-4	-117	11	i	/	-82	1	44	/
CCN1C(=O)CC(c2ccc(OC(C)C)cc2)C1=O (centres undefined)	-4	0	-20	5	i	0	-8	-1	0	3
O=C(O)CCSc1nnc(COc2ccc(Cl)cc2)n1-c1ccccc1	-7	0	-13	5	i	-1	-42	0	9	4
COc1ccc(-c2cc(C(=O)NN)n(-c3ccccc3)n2)cc1	0	0	-4	1	i	4	-39	-2	-3	43
O=C(O)CSc1ncnc2sc(-c3ccccc3)cc12	-2	2	3	1	i	0	-29	2	6	19
O=C(c1ccncc1)N1CCN(CCc2ccccc2)CC1	-8	-4	4	-3	i	2	-31	-5	-20	10
CN1CCN(CCCNc2c(C=O)c(=O)[nH]c3ccccc23)CC1	0	0	3	-8	i	3	-35	1	-5	0
CCOC(=O)C1CCN(C(=O)CCC(=O)NNc2nc3ccccc3c3nc(C)nn23)CC1	1	-2	-3	0	i	-5	-9	-2	-18	4
COc1ccc(OCCCC(=O)OC(C)C(=O)Nc2ccc(NC(C)=O)cc2)cc1 (centres undefined)	2	3	-10	3	i	6	-34	-2	6	8
CCC(c1nnnn1CCOC)N1CCN(C(=O)c2ccco2)CC1 (centres undefined)	4	0	-10	-11	i	0	-22	-1	-5	10
COc1ccc(NC(=O)CSc2nnnn2C2CCCCC2)c(OC)c1	-9	-1	9	-2	i	3	2	-1	1	33
Cc1ccccc1Nc1ccc(S(=O)(=O)N2CCOCC2)cc1[N+](=O)[O-]	-2	-2	-2	1	i	-1	-4	4	-11	40
O=C(Cn1c(-c2ccccc2)noc1=O)Nc1ccc(N2CCCCCC2)cc1	-3	-3	/	/	i	3	13	-5	/	16
O=C(CSCc1ccc(F)cc1)Nc1nc2c(s1)CCCC2	3	3	-15	3	i	-3	-9	-2	18	1
Oc1ccc(N2CCN(CC(O)c3ccccc3)CC2)cc1 (centres undefined)	-2	-6	-2	1	i	1	0	0	-19	22
CCCOC(=O)C1[C@H]2C(=O)N(CCCOC)C[C@]23C=C[C@H]1O3 (some centres undefined)	0	-2	/	/	i	-2	-12	1	/	-2
O=C1CC(Cc2ccccc2)C(=O)N1Cc1ccco1 (centres undefined)	2	5	-15	9	i	1	10	-2	8	5
CCn1cc(C(=O)NC2CCCCC2C)c(=O)c2ccc(C)nc21 (centres undefined)	8	5	12	0	i	-1	2	-2	7	12
COc1cccc(CNc2nccs2)c1O	6	0	-50	-3	i	0	-8	-1	-16	7
Cc1ccc(S(=O)(=O)CCC(=O)Nc2ccccc2Br)cc1	-1	0	5	-4	i	2	-24	-3	9	13
N#C/C(=C\c1cn(CCOc2ccccc2F)c2ccccc12)C(=O)NCc1cccs1	-5	-2	34	9	i	1	-11	-1	33	-1
CCOCCOC(NC(=O)c1ccccc1)(C(F)(F)F)C(F)(F)F	-4	-6	10	4	i	-21	-48	3	12	-3
O=C(Nc1cccnc1)c1cccnc1Cl	6	2	-11	-3	i	-3	-2	-7	-3	18

High-throughput results: PubChem, several laboratories
